Assay outcomes as filed in PubChem.
AmpC inh detg: qHTS Inhibitors of AmpC Beta-Lactamase (assay with detergent). AmpC hydrolysis of nitrocefin, absorbance 480 nm, 0.01% Triton. AID 485294, 2010. 370,000 compounds, 0.041% hits. Potency, µM (doses to about 114 µM), inactives show at the top dose activity change, negative = inhibition, usual class: inhibitors. P00811;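 note: potency is the fitted concentration of half-maximal effect; 0% = no-compound wells and -100% = no-enzyme wells; nearly all actives have a fitted effect of over 25% in size; some results filed as inactive show a strong effect at the top dose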
Target sequence (P00811 whole entry, looked up): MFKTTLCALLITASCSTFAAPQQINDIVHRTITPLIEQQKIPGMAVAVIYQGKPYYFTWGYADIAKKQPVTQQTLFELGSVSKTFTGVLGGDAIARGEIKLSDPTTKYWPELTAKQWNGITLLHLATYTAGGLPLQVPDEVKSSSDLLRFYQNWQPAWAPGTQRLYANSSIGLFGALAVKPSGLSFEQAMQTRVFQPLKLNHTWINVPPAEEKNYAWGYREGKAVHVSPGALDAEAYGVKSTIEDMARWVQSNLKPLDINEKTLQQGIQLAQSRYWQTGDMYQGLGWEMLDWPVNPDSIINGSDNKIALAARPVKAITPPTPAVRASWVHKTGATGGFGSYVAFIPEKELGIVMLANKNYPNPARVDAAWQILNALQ
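20 mM phosphate pH 7.0 + 0.01% (detergent screen) or 0.0001% Triton X-100; 5.3 nM AmpC reagent; cpd preinc 15 min RT; nitrocefin (800 uM stock) to start; A480 q20 s × 4 min; Activity was normalised to no-enzyme and no-compound control wells.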
LmPK inhibitor: qHTS Assay for Inhibitors of Leishmania Mexicana Pyruvate Kinase (LmPK) | 290,000 compounds, 0.37% hits | purified LmPK, Kinase-Glo ATP luminescence, 1 h | Q27686 | Potency, µM (series often up to 57.5 µM), inactives show top-dose activity change, negative = inhibition, most hits filed as inhibitors; note: potency is the fitted concentration of half-maximal effect
Target sequence (Q27686 whole entry, looked up): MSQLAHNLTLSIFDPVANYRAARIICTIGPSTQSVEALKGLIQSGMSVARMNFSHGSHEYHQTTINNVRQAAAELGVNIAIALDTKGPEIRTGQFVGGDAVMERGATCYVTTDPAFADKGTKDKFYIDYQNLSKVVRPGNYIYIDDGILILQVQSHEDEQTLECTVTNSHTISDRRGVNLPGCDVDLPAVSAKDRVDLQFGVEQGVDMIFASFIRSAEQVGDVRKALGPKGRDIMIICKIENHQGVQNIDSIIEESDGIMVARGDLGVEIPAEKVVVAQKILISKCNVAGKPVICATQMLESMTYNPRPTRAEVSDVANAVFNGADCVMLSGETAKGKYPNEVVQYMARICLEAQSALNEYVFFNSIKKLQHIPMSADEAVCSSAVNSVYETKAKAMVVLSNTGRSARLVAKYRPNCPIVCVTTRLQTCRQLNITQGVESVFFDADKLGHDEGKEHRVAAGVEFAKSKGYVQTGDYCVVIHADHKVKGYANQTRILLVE
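Purified LmPK (0.1 nM) converted ADP (0.1 mM) to ATP with PEP (0.5 mM) in imidazole buffer pH 7.2 with KCl and MgCl2, 1 h at room temperature. ATP was read by Kinase-Glo luminescence; data normalized to uninhibited and no-enzyme controls.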
Sm TGR block: qHTS Assay for the Inhibitors of Schistosoma Mansoni Peroxiredoxins; 360,000 compounds, 3% hits; AID 485364, 2010; Schistosoma mansoni thioredoxin glutathione reductase (TGR), Q962Y6; Potency, µM (top dose mostly 114 µM), for inactives: at the highest dose activity change, negative = inhibition, hits mostly inhibitors; purified TGR, DTNB reduction, TNB absorbance 405 nm; note: potency is the fitted concentration of half-maximal effect; nearly all actives have a fitted effect of over 60% in size
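TGR 20 nM + NADPH 100 uM (dispensed conc.), cpd preinc 15 min RT; start with NADPH (500 uM addition) then DTNB (15 mM addition). Kinetic TNB absorbance, 405 nm filter. Four-parameter Hill fit across titration.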
AMA1 RON2 block: qHTS for Inhibitors of AMA1-RON; Towards Development of Antimalarial Drug Lead: Primary Screen. Potency, µM (series often up to 58.2 µM), for the others: top-dose activity change, negative = inhibition, most hits filed as inhibitors. AID 720542, 2013. AlphaScreen AMA1-biotinylated RON2 peptide binding. 360,000 compounds, 0.2% hits;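 note: potency is the fitted concentration of half-maximal effect; 0% = vehicle wells and -100% = peptide control; nearly all actives have a fitted effect of over 45% in size; some results filed as inactive show a strong effect at the top dose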
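AMA1 (3D7) with his tag at 25 nM final met compounds first, then biotinylated RON2 peptide at 25 nM; detection used donor plus acceptor beads, 10 µg/mL apiece, read by AlphaScreen after 30 min at room temperature.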
AmpC inh no detg: qHTS Inhibitors of AmpC Beta-Lactamase (assay without detergent). 330,000 compounds, 0.52% hits. Potency, µM (doses to about 57.1 µM), for the others: at the highest dose activity change, negative = inhibition, actives largely listed as inhibitors. P00811. AmpC nitrocefin hydrolysis, absorbance 480 nm, 0.0001% Triton. AID 485341, 2010;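 note: potency is the fitted concentration of half-maximal effect; plate controls were no compound for no effect and no enzyme for full effect; nearly all actives have a fitted effect of over 20% in size; some results filed as inactive show a strong effect at the top dose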
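20 mM phosphate pH 7.0 + 0.01% (detergent screen) or 0.0001% Triton X-100; 5.3 nM AmpC reagent; cpd preinc 15 min RT; nitrocefin (800 uM stock) to start; A480 q20 s × 4 min; Activity was normalised to no-enzyme and no-compound control wells.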
Tb PYK inh: qHTS of Trypanosoma Brucei Inhibitors; TbPYK enzyme, Kinase-Glo Plus ATP luminescence, 45 min; Potency, µM (series often up to 76.8 µM), for the others: top-dose activity, negative = inhibition, usual class: inhibitors; 410,000 compounds, 0.12% hits; AID 624173, 2012; note: potency is the fitted concentration of half-maximal effect; nearly all actives have a fitted effect of over 50% in size
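Readout: single end-point luminescence (Kinase-Glo Plus, 10 min). Reaction conditions were TbPYK/substrate plus 130 uM ADP, 45 min at RT, pH 7.2 TEA buffer. No-enzyme wells served as controls, and data were normalized before concentration-response fitting.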
HCMV antiviral: qHTS Assay for inhibitors of the human cytomegalovirus (HCMV). HFF cells, HCMV-luciferase reporter, 72 h; hits give low values. activity change, negative = inhibition, % at 57.5 µM. 410,000 compounds, 4.5% hits; in the data active = activity change below about -60%; inconclusive = no clear call, values can overlap the other calls; inactive = above about -39%
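Two-dose cell screen: HFF monolayers treated with compounds and infected with luciferase-expressing HCMV at 1 PFU/cell, 72 h at 37C, then lysed for luciferase measurement.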
* = called active by the depositor; ? = inconclusive; / = no result given; & = joins results of further samples; [ ] = dose if it differs, or a comment. Unless noted, calls come from the whole dose curve; as a rule, active = well fitted curve in the direction sought with a large enough effect; inconclusive = small, poorly fitted or top-dose-only effect, or another doubt; inactive = no such curve, though single readings can be large; an effect the other way counts as inactive or inconclusive. Unless noted, % is set by controls: 0 for no effect and ±100 for the full control effect.

SMILES	AmpC inh detg	LmPK inhibitor	Sm TGR block	AMA1 RON2 block	AmpC inh no detg	Tb PYK inh	HCMV antiviral
Cc1ccccc1-c1nc(CS(=O)(=O)CC(=O)NC2CCCCC2C)c(C)o1 (stereo not given)	-14%	1%	?	-8%	45%	-1%	-27
CCN(CC)C(=O)c1c(-c2ccccc2)oc2ccc(OC)cc12	-11%	0%	-15%	-2%	90%[activator]	-2%	-29
C=C(C)CNC(=S)Nc1cccc(N)n1	-1%	1%	2.8µM*	-7%	-48%	-18%	3
Cc1nc2ccccc2n1Cc1ccc(Cl)cc1	?	-4%	-20%	7%	20%	-12%&-8%	-89*
NC(=O)c1cccc(NC(=O)CCCCC(=O)Nc2cccc(C(N)=O)c2)c1	1%	-2%	-1%	0%	-2%	-1%	42
Cc1ccc(OCC(=O)N2CCN(S(=O)(=O)c3ccccc3)CC2)c([N+](=O)[O-])n1	?	-1%	-11%	5%[2.32 µM]	1%	-8%	-25
COc1cc(OC)cc(C(=O)N2CCN(C(=O)c3cccc(F)c3)CC2)c1	4%	-1%	-4%	38%[activator]	/	-1%	-12
Cc1ccc(-n2c(C)cc(/C=C3\C(=O)NC(=O)N(C)C3=O)c2C)cc1C	0%	1%	?	-7%	-35%	2%	-38
NC(Cc1nc2ccccc2[nH]1)c1ccc(Cl)cc1 (stereo not given)	-9%	-5%	3%	38%[activator]	-29%	1%	81
CS(=O)(=O)c1ccc(SCC(=O)NC2CCS(=O)(=O)C2)c([N+](=O)[O-])c1 (stereo not given)	1%	1%	1%	5%	-2%	-26%	17
O=C(CSc1nnc(CNC(=O)c2cccc(C(F)(F)F)c2)o1)NCc1ccco1	?	-4%	-26%	-7%	0%	2%	28
Nc1ccn([C@@H]2O[C@H](CNCc3ccc(N4CCNCC4)cc3)[C@@H](O)[C@H]2O)c(=O)n1	/	/	/	-3%	/	-4%	12
CCN(CC)CCNC(=O)c1ccc(NS(=O)(=O)c2ccc3c(c2)OCCO3)cc1	?	3%	5%	14%	-24%	5%	-34
CC(C)N(Cc1nnc(-c2ccc(Cl)cc2)o1)C(=O)c1cc2ccccc2o1	-17%	/	3%	0%	15%	-3%	-2
COc1cccc(SCC2(O)CCN(C(=O)c3ccc(Cl)cc3)CC2)c1	-6%	3%	/	-6%	84%[activator]	-8%	99
CCN(c1ccccc1)S(=O)(=O)c1ccc(OC)c(NC(=O)C2CC2)c1	-7%	/	-8%	17%	-9%	0%	-10
O=C(Nc1ccc(N2CCCCC2)c(Cl)c1)c1ncn[nH]1	6%	1%	9%	14%	-25%	-6%	-36
Cc1ccc(Cn2nc(C)c(C=O)c2Cl)cc1	-5%	-3%	-14%	2%	-13%	-1%	46
CCCCC(CC)CNC(=O)CC1Nc2c3ccccc3nc(=S)n2C1=O (stereo not given)	1%	4%	0%	2%	-35%	-3%	-33
CCCn1c(C)cc(C(=O)Cn2nnc3ccccc3c2=O)c1C	-1%	3%	-20%	-5%	-12%	4%	103

A run of entries taken from the entries so far, as a working copy:
SMILES	AmpC inh detg	LmPK inhibitor	Sm TGR block	AMA1 RON2 block	AmpC inh no detg	Tb PYK inh	HCMV antiviral
COc1cccc(SCC2(O)CCN(C(=O)c3ccc(Cl)cc3)CC2)c1	-6%	3%	/	-6%	84%[activator]	-8%	99
CCN(c1ccccc1)S(=O)(=O)c1ccc(OC)c(NC(=O)C2CC2)c1	-7%	/	-8%	17%	-9%	0%	-10
O=C(Nc1ccc(N2CCCCC2)c(Cl)c1)c1ncn[nH]1	6%	1%	9%	14%	-25%	-6%	-36
Cc1ccc(Cn2nc(C)c(C=O)c2Cl)cc1	-5%	-3%	-14%	2%	-13%	-1%	46
CCCCC(CC)CNC(=O)CC1Nc2c3ccccc3nc(=S)n2C1=O (stereo not given)	1%	4%	0%	2%	-35%	-3%	-33
CCCn1c(C)cc(C(=O)Cn2nnc3ccccc3c2=O)c1C	-1%	3%	-20%	-5%	-12%	4%	103

Additional results follow:
SMILES	AmpC inh detg	LmPK inhibitor	Sm TGR block	AMA1 RON2 block	AmpC inh no detg	Tb PYK inh	HCMV antiviral
CC(C)(C)c1ccc(OCC(=O)N2CCN(c3ncccn3)CC2)cc1	3%	1%	1%	-7%	88%[activator]	-7%	/
CC(=O)Nc1ccc(S(=O)(=O)N2CCN(C(=O)c3ncoc3-c3ccc(C)cc3)CC2)cc1	-2%	1%	2%	-8%	63%[activator]	-11%	-6
O=C1[C@@H]2Cc3c([nH]c4ccccc34)CN2C(=O)CN1CCO	0%	1%	4%	0%	-12%	10%	?
Cc1ccsc1-c1cc2nc(NCCOc3ccccc3Cl)n(C)c(=O)c2s1	/	/	/	8%	/	-6%	-15
COc1ccccc1CNCCc1ccc(F)cc1	?	1%	4%	-15%	-6%	8%	36
CS(=O)(=O)N(CC(=O)N1CCc2ccccc2C1)c1ccccc1F	/	/	/	-3%	/	2%	16
CC(C)CSC1=NSC2=NC(=O)/C(=C\c3ccccc3)C(=N)N12	-13%	2%	9%	58%[activator]	-44%	1%	86
CCn1c(SCC(=O)Nc2ccc(N3CCOCC3)cc2)nnc1-c1ccco1	2%	/	?	2%	-6%	0%	-13
O=C(CNC(=O)c1cccs1)Nc1cccc(S(=O)(=O)N2CCOCC2)c1	-3%	/	0%	-8%	-39%	7%	-20
O=C(NCCN1CCN(C(=O)c2cccc(Br)c2)CC1)C(=O)Nc1ccc(Br)cc1	-7%	8%	7%	-14%	149%[activator]	2%	-38
CN=C1SC(CC(=O)Nc2cccc(Cl)c2Cl)C(=O)N1C (stereo not given)	-9%	-1%	-4%	18%	-11%	4%	-18
O=C(C1CC1)N(Cc1ccco1)c1nc(-c2ccccc2)cs1	0%	-11%	32µM*	0%	-22%	-3%	5
Cc1cccc(C(=O)Oc2ccc(/C=N/NC(=O)c3ccncc3)cc2)c1	0%	2%	8%	13%	-17%	-23%	45
CCCCOC(=O)NCN1C(=O)C2C3C=CC(C3)C2C1=O (stereo not given)	-9%	0%	0%	2%	-8%	3%	-37
O=C(Nc1cc(Cl)cc(Cl)c1)N1CCCC1	-1%	4%	0%	2%	-29%	-9%	-30
Cc1ccn2c(C(=O)CSc3ccc(Cl)cc3Cl)c(C)nc2c1	4%	2%	-2%	-11%	-15%	-2%	/
N#CCOC(=O)/C=C/c1ccc2c(c1)OCO2	-1%	-10%	6%	4%	-29%	-4%	18
Cc1cc(C)c(NC(=O)/C=C\C(=O)O)c(Cl)c1	-9%	5%	35µM*	18%	-13%	-18%	-14
O=C1CC(/C=C/c2cccnc2)=Nc2ccccc2N1	6%	-23%	3%	-14%	23%	-9%	-26
Cc1cccc2cc(CN(C(=O)c3cccc([N+](=O)[O-])c3)C(C)C)c(=O)[nH]c12	6%	7%	6%	-5%	2%	-4%	4
C=CCn1c(CNC(=O)c2ccco2)nnc1SCC(=O)N1c2ccccc2Sc2ccccc21	10%	1%	35µM*	-11%	113%[activator]	-15%	-6
O=C(NNC(=O)c1ccccc1-n1cccc1)c1cccnc1	/	/	/	19%	/	3%	15
COc1ccc2c(CC(=O)N3CCN(S(=O)(=O)c4cccs4)CC3)coc2c1	-12%	0%	4%	-5%	-3%	-5%	59
CC(CCc1ccccc1)NC(=O)c1cccs1 (stereo not given)	-6%	2%	7%	16%	-12%	3%	8
Cn1ncc2c(Nc3cccc(Cl)c3)nc(Nc3cccc(Cl)c3)nc21	6%	6%	0%	-3%	0%	0%	-66*
O=C(NCc1ccccc1)c1cccc(OCC(=O)N2CCN(C(=O)c3ccco3)CC2)c1	1%	7%	-47%	-18%	0%	-11%	25
CC(C)(C)c1n[nH]c(=S)n(N)c1=O	-2%	-6%	13%	11%	-8%	3%	42
CC1CCN(CCCNC(=O)CN2C(=O)CSc3ccc(S(=O)(=O)N4CCOCC4)cc32)CC1	0%&-2%	4%	-2%&2%	1%	-3%	0%&-3%	?
S=C(NCCCN1CCOCC1)N1CCN(c2ccccc2)CC1	-14%	0%	9%	0%	8%	-2%	?
Cc1cccc(C(=O)N2CCCC(c3nc(-c4ccc(C)o4)no3)C2)c1 (stereo not given)	-5%	2%	-22%	-7%	40%	-4%	59
O=C(NCCCn1ccnc1)c1ccc(S(=O)(=O)N2CCOCC2)cc1	-6%	5%	0%	1%	-8%	0%	-26
Cc1sc2ncnc(NCC(O)c3ccccc3)c2c1C (stereo not given)	5%	-11%	3%	-1%	-11%	-1%	-74*
CC(=O)CCc1ccc(OCCCOc2cccc3cccnc23)cc1	4%	1%	4%	1%	166%[activator]	-6%	-30
Cc1c(CNCCc2ccccc2Cl)c(C(=O)O)c(C)n1-c1ccccc1	-6%	-4%	?	-2%	30%	-13%	-24
CC(C)(C)c1ccc(C(=O)C2CCCN(C3CCC3)C2)cc1 (stereo not given)	7%	-1%	0%	-17%	29%	2%	-30
O=C(NCc1ccccn1)c1ccccc1OCc1ccc(F)cc1	?	/	5%	28%	-2%	1%	1
Cn1ccnc1SCCNC(=O)CCc1nnc(CCCCc2ccccc2)o1	9%	-3%	0%	4%	66%[activator]	-4%	52
COc1ccc(-c2nc(CN3CCCCC3c3nccn3C)c(C)o2)c(C)c1C (stereo not given)	5%	6%	0%	60%[activator]	134%[activator]	4%	8
c1coc(-c2ccc3ncnc(NCc4cccs4)c3c2)c1	-20%	/	32µM*	/	-42%	/	/
COc1ccc(NC(=S)N2CCC(NC(=O)c3cccc(C)c3)CC2)cc1	4%	-2%	6%	0%	-3%	-9%	?
COc1cc(NC(=O)c2cc(S(=O)(=O)N3CCCCC3)c[nH]2)cc(OC)c1	-6%	-2%	5%	0%	16%	-5%	99
COc1ccc(C2/C=C\CN(C(=O)Nc3ccc(C(F)(F)F)cc3)CC(=O)N2Cc2ccc(F)cc2)cc1 (stereo not given)	-3%	1%	13%	-3%	-16%	-2%	/
COc1ccc(NC(=O)CSc2nccn2-c2ccccc2)cc1	-13%	2%	7%	-9%	-5%	0%	6
